Nrf2 inh = inhibitors of Nrf2 signaling | A549 ARE-Fluc reporter, luciferase luminescence, 18-24 h | Potency, µM (series often up to 46 µM), for inactives: at the top dose activity change, negative = inhibition, usual class: inhibitors | actives 2.1% (n = 360,000); also: % is scaled to controls: 0 for no effect and ±100 for the full control effect; nearly all actives have a fitted effect of over 60% in size
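Cells were seeded and rested 2 h, then exposed to compounds for 18-24 h. CellTiter-Fluor was read first as a viability measure. BugLite was added 15 min before the final luminescent read of ARE-luciferase activity in A549 cells.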
MCF10A rereplic = DNA re-replication induction in MCF 10a cells | actives 2.9% (n = 350,000) | Potency, µM (titrated, usually from 46.1 µM), without a hit: at the highest dose activity, positive = re-replication, hits mostly activators | MCF 10A DNA re-replication, Hoechst nuclear intensity, 48 h; also: % of control where 0% means no effect; nearly all actives have a fitted effect of over 50% in size
ATXN2 expr inh = ATXN2 expression inhibition. AID 1745845. actives 0.72% (n = 360,000). HEK-293 ATXN2-luciferase reporter, luminescence, 24 h. Potency, µM (highest dose often 57 µM), inactives show at the top dose activity change, negative = inhibition, most hits filed as inhibitors; also: % is scaled to controls: 0 for no effect and ±100 for the full control effect; nearly all actives have a fitted effect of over 55% in size
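ATXN2-luciferase reporter cells (luciferase flanked by upstream and downstream ATXN2 gene portions) were treated 24 h at 37 °C with compounds at up to 57 uM. SteadyGlo luminescence gave expression; GF-AFC fluorescence gave viability.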
Nrf2 ARE act = activates Nrf2 signaling. Potency, µM (highest dose often 46.1 µM), inactives show at the top dose activation, actives largely listed as activators. actives 0.31% (n = 410,000). AREc32 ARE-luciferase reporter (MCF7-derived line), luminescence, 24 h; also: % of control where 0% means no effect; nearly all actives have a fitted effect of over 65% in size
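AREc32_Fluc, 1000 cells/well, OPTI-MEM + 5% FBS, o/n 37 deg C 5% CO2; 23 nL cpd by pin tool, 24 hr; Steady-Glo 30 min RT, luminescence.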
ATXN viability = cell viability loss in ATXN counter-screen; S2 cells (HEK-293 line with an ATXN2-luciferase reporter) viability, CellTiter-Fluor protease fluorescence, 24 h; Potency, µM (doses to about 56.7 µM), most hits filed as cytotoxic; actives 0.49% (n = 400,000); also: nearly all actives have a fitted effect of over 40% in size
A549 tox = kills or reduces viability of A549 cells in Nrf2 counter-screen; actives 0.16% (n = 390,000); A549 ARE-Fluc cells, CellTiter-Fluor viability, 18-24 h; Potency, µM (highest dose often 46 µM), without a hit: at the top dose activity change, negative = cytotoxicity, most hits filed as inhibitors; also: % is scaled to controls: 0 for no effect and ±100 for the full control effect
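A549 ARE-Fluc cells in 5% FBS OPTI-MEM, 5000 cells/well, rested 2 h then exposed to compounds in concentration-response for 18-24 h at 37 °C. Viability by CellTiter-Fluor fluorescence (Ex 405/Em 525) after 30 min; luciferase luminescence (BugLite, 15 min, RT) read afterwards.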
EPAC2 antag = EPAC2 (human) antagonism; Q8WZA2; EPAC2 GEF exchange of Rap1B-BODIPY-GDP, fluorescence; Potency, µM (titrated, usually from 114 µM), for the others: at the highest dose activity, negative = inhibition, hits mostly inhibitors; actives 0.18% (n = 360,000); AID 720708; also: % is scaled to controls: 0 for no effect and ±100 for the full control effect; nearly all actives have a fitted effect of over 45% in size; many of its hits are not listed in these tables
Target sequence (Q8WZA2 whole entry, looked up): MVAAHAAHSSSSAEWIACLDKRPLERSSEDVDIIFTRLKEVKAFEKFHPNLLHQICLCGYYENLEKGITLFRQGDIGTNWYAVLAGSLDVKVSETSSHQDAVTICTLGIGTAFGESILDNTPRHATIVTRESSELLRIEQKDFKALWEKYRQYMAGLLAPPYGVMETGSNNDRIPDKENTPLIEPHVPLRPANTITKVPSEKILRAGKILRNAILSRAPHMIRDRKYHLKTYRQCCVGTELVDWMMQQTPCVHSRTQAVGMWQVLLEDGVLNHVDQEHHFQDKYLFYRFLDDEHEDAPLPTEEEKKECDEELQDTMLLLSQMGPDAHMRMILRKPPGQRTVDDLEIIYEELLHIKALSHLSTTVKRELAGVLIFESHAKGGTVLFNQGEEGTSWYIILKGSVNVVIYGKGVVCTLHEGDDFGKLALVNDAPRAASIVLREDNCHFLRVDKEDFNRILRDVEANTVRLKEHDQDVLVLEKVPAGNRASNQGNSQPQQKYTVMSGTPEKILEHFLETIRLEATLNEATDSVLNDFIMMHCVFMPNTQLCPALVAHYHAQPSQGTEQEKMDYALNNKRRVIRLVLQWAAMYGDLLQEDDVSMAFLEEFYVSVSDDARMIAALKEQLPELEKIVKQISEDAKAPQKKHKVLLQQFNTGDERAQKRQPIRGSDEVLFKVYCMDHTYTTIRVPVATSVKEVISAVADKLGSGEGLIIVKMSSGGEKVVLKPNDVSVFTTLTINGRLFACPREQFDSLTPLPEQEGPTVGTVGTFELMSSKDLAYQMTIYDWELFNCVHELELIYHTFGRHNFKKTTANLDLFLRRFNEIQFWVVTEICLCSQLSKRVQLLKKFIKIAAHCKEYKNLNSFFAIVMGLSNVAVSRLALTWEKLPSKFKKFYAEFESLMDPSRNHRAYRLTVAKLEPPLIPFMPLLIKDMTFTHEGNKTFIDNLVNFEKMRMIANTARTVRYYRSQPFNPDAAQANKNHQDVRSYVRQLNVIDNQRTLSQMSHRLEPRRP
HepG2 viability = kills HepG2 cells in TGF-b inhibitor counter-screen; HepG2 CAGA-GFP viability, ATP luminescence, 18 h; Potency, µM (top dose mostly 46.1 µM), inactives show at the highest dose activity change, negative = cytotoxicity, hits mostly cytotoxic; actives 0.76% (n = 410,000); also: some results filed as inactive show a strong effect at the top dose
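CellTiter-Glo luminescence gave cytotoxicity after 18 hours at 37 degrees C. The cells were HepG2 CAGA-GFP in 1% FBS DMEM, stimulated with 500 pg/mL TGF-beta after compound addition. %Activity was normalised to no-cell wells (complete cell-killing) and DMSO (no toxicity), and curves were fitted and classified.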
TGFb SMAD3 inh = blocks TGF-b signaling. HepG2 CAGA-GFP TGF-b/SMAD3 reporter, GFP fluorescence, 18 h; TGF-beta stimulated, 500 pg/mL final. Potency, µM (doses to about 46.1 µM), for inactives: at the highest dose activity, negative = inhibition, most hits filed as inhibitors. actives 1.2% (n = 410,000); also: % is scaled to controls: 0 for no effect and ±100 for the full control effect; nearly all actives have a fitted effect of over 65% in size
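TGF-beta reporter screen: HEPG2 CAGA-GFP, 1% FBS, 500 pg/mL TGF-beta final, 18 h; per-cell GFP summed per well; curves fitted and categorized by class.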
* = called active by the depositor; i = inactive; ? = inconclusive; . = no result given; [ ] = dose if it differs, or a comment. Calls follow the shape of the dose curve; as a rule, active = well fitted curve in the direction sought with a large enough effect; inconclusive = small, poorly fitted or top-dose-only effect, or another doubt; inactive = no such curve, though single readings can be large; an effect the other way counts as inactive or inconclusive. Potency is read from the fitted curve at half-maximal effect. An excerpt. The share of hits here may be higher or lower than overall.

SMILES	Nrf2 inh	MCF10A rereplic	ATXN2 expr inh	Nrf2 ARE act	ATXN viability	A549 tox	EPAC2 antag	HepG2 viability	TGFb SMAD3 inh
Cc1ccc(-n2cc(C(=O)OCc3ccc(F)c(F)c3)c3ccccc3c2=O)cc1	.	.	.	4.2%	.	8%	.	-4%	?
Cc1ccc(S(=O)(=O)n2nc(C)c(S(=O)(=O)N3CCCCCC3)c2C)cc1	.	.	4%	-0.6%	i	4%	.	-3%	11%
CCN(C(=O)C1CCN(S(=O)(=O)c2ccc3c(c2)oc(=O)n3C)CC1)c1cccc(C)c1	10%	0%	11%	-0.3%	i	0%	-5%	3%	?
O=C(CN1C(=O)COc2ccc(Cl)cc21)N1CCc2ccccc21	4%	-2%	-30%	-0.1%	i	15%	-1%	1%	-17%
O=C(Nc1ccccc1Cl)c1ccc(S(=O)(=O)NCC2CCCO2)cc1 (centres undefined)	?	-5%	-5%	0.1%	i	2%	20%	-3%	-1%
Clc1ccc(SCCn2ccnc2)cc1	9%	10%	-22%	0.2%	i	7%	-18%	-14%	-6%
Clc1ccccc1-c1ccc2ncnc(NCc3ccc4c(c3)OCO4)c2c1	-21%	?	?	5.3%	?	-1%	5%	-14%	?
Nc1nc(NC(=O)C(Cl)(Cl)Cl)nn1-c1ccccc1	12%	12%	1%	0.3%	i	0%	-6%	-37%	?
CC1(C)CC2CC(C)(CN2S(=O)(=O)c2cccc(C(=O)OCC(N)=O)c2)C1 (centres undefined)	1%	2%	-17%	-0.3%	i	5%	14%	-19%	3%
O=C(CSc1cn(CCNC(=O)c2c(F)cccc2F)c2ccccc12)Nc1ccc(F)cc1	-4%	.	-10%	0.1%	i	9%	.	-40%	?
COc1ccc(-c2cc(=O)oc3cc(OC(C)C(=O)Nc4ccc(CN5CCOCC5)cc4)ccc23)cc1 (centres undefined)	-6%	13%	-2%	2.8%	i	-11%	-5%	-11%	0%
COc1cccc(NC(=O)COC(=O)CCS(=O)(=O)c2ccc(C)cc2)c1	-8%	-2%	-7%	-0.5%	?	-4%	-3%	9%	-4%
Cn1c(SCC(=O)NCc2ccc3c(c2)OCO3)nnc1-c1c[nH]c2ccccc12	?	12%	9%	2.0%	i	-14%	3%	-25%	16%
O=C(NCc1cccnc1)c1cn(CCc2ccccc2)nn1	-4%	4%	1%	-0.9%	i	-4%	5%	-2%	-26%
CC1CN(CC(=O)Nc2ccc(Br)cn2)CC(C)O1 (centres undefined)	6%	1%	-8%	-0.3%	i	-5%	-2%	-4%	1%
O=C(c1cc(Sc2ccc(Cl)cc2)nc2ccccc12)N1CCN(c2ccccn2)CC1	-12%	?	-15%	0.5%	?	-11%	-11%	-8%	-26%
O=C(NCc1ccccc1Cl)c1csc2c1CCCCC2	?	0%	-10%	0.3%	i	0%	0%	-8%	-18%
CC1(C)CC(=O)C2=C(C1)OC1=C(C2)C(=O)CC(C)(C)C1	-6%	-61%[inhibitor]	8%	-0.7%	i	-9%	8%	1%	-2%
O=C(NCCOCCOCCNC(=O)c1ccccc1)c1ccccc1	?	11%	-8%[11.3 µM]	0.0%	i	6%	13%	11%	1%
Cc1ccccc1N(CC(=O)N1CCOCC1)S(C)(=O)=O	3%	23%	4%	0.2%	i	5%	2%	-5%	15%
O=C(c1cccc(C(F)(F)F)c1)C1CCCN(C(=O)CCc2cnccn2)C1 (centres undefined)	-9%	5%	-2%	-0.1%	i	0%	-10%	-21%	-4%
Cc1c(C(=O)Nc2ccc(Cl)cc2)c2ccccn2c1C(=O)c1ccccc1	-27%	26µM*	5%	-0.8%	?	-10%	0%	-7%	6%
O=C1Nc2ccccc2CCc2ccccc21	-8%	-4%	0%	-1.4%	i	-3%	-1%	-1%	-12%
CCn1cc(/C=N\NC(=O)c2c[nH]c3ccccc23)c(C)n1	?	0%	21%	4.0%	i	-1%	5%	-4%	-9%
O=C(NCc1cccs1)C1CCN(C(=O)N2CCOc3ccc(Cl)cc32)CC1	-4%	.	.	0.9%	.	-14%	.	-27%	?
NC(=O)COC(=O)C(Cc1ccccc1)NS(=O)(=O)c1ccccc1F (centres undefined)	14%	4%	1%	-0.6%	i	0%	-2%	3%	0%
Cc1cc(C)c2nc(N(Cc3cccnc3)C(=O)CCOc3ccccc3)sc2c1	.	.	.	0.0%	.	-12%	.	-5%	-21%
Cc1cc(S(=O)(=O)NCCc2ccccc2)c(C)s1	5%	6%	0%	-0.2%	i	-20%	-2%	-17%	6%
Cc1cc(=O)oc2c(CN(CC(C)C)CC(C)C)c(O)ccc12	5%	0%	6%	0.2%	i	-10%	-2%	3%	9%
CCCC(=O)NC(c1ccccc1OC)c1ccc2cccnc2c1O (centres undefined)	7.3µM*	17%	?	4.7%	i	?	-16%	-21%	-15%
CCn1c(=O)c2ccccc2n2c(SCC(=O)N3CCCc4ccccc43)nnc12	10%	-4%	-7%	0.2%	i	-8%[1.84 µM]	0%	-7%	-5%
CC(C)N(Cc1ccccc1)C(=O)c1ccc2c(c1)OCO2	-12%	-4%	17%	-0.2%	i	5%	18%	0%	-8%
Cc1ccc(-c2csc(C(C#N)=C(O)CN3CCN(C(=O)c4ccco4)CC3)n2)cc1	?	12%	4%	1.5%	i	3%	-14%	-4%	-18%
CC(=O)Nc1ccc2c(c1)C(=O)c1cccc(C(=O)O)c1-2	3%	-3%	8%	-0.9%	i	-1%	6%	8%	?
CCOCCCNc1ncnc2c1[nH]c1ccccc12	23µM*	4%	-26%	11%	i	-21%	-24%	-24%	0%
CCOC(=O)C1(Cc2cccc(OC)c2)CCN(C(C)CC(C)(C)O)CC1 (centres undefined)	-11%	0%	-8%	0.5%	i	-6%	-5%	-22%	-10%

Structures above that have an aryl thioether with sulfur outside any ring, in the order listed:
SMILES	Nrf2 inh	MCF10A rereplic	ATXN2 expr inh	Nrf2 ARE act	ATXN viability	A549 tox	EPAC2 antag	HepG2 viability	TGFb SMAD3 inh
Clc1ccc(SCCn2ccnc2)cc1	9%	10%	-22%	0.2%	i	7%	-18%	-14%	-6%
O=C(CSc1cn(CCNC(=O)c2c(F)cccc2F)c2ccccc12)Nc1ccc(F)cc1	-4%	.	-10%	0.1%	i	9%	.	-40%	?
Cn1c(SCC(=O)NCc2ccc3c(c2)OCO3)nnc1-c1c[nH]c2ccccc12	?	12%	9%	2.0%	i	-14%	3%	-25%	16%
O=C(c1cc(Sc2ccc(Cl)cc2)nc2ccccc12)N1CCN(c2ccccn2)CC1	-12%	?	-15%	0.5%	?	-11%	-11%	-8%	-26%
CCn1c(=O)c2ccccc2n2c(SCC(=O)N3CCCc4ccccc43)nnc12	10%	-4%	-7%	0.2%	i	-8%[1.84 µM]	0%	-7%	-5%

Additional entries follow:
SMILES	Nrf2 inh	MCF10A rereplic	ATXN2 expr inh	Nrf2 ARE act	ATXN viability	A549 tox	EPAC2 antag	HepG2 viability	TGFb SMAD3 inh
N/C(=N\c1nc2c(c(=O)[nH]1)CCC2)Nc1cccc(Cl)c1	?	?	-17%	1.6%	i	-3%	0%	-4%	2%
Cc1cccc(N2CC(c3nc4ccc(C)cc4[nH]3)CC2=O)c1 (centres undefined)	5%	.	-8%	3.7%	i	0%	.	-44%	-24%
O=C(O)COCC(=O)N1CCN(C(c2ccccc2)c2ccccc2)CC1	8%	-1%	-25%	-0.1%	i	3%	4%	-18%	11%
COc1ccc(NC(=O)CN(c2ccccc2F)S(=O)(=O)c2ccc(C)cc2)cc1	6%	?	-12%	0.1%	i	2%	1%	-16%	-3%
O=C1c2ccccc2C(O)(c2ccccc2)N1CCc1ccccc1 (centres undefined)	-6%	0%	.	0.2%	i	-7%	?	-14%	-1%
CCOC(=O)c1cc(-c2ccc(C)cc2)nc2nc(SC)[nH]c(=O)c12	-9%	-3%	5%	-0.7%	i	-3%	2%	1%	-8%
CCN1CCN(C(=O)/C=C/c2ccc([N+](=O)[O-])cc2)CC1	5%	-1%	7%	1.6%	i	4%	0%	-11%	-2%
CCC(=O)NCCNc1nc2cc(C)c(C)cc2cc1C#N	4%	0%	5%	0.0%	i	-4%	14%	-6%	-2%
CCn1c(-c2cccnc2)n[nH]c1=S	-8%	-2%	-8%	-0.9%	?	0%[1.84 µM]	2%	-4%	-7%
CCC1CCC(c2nnc(-c3ccc([N+](=O)[O-])cc3)o2)CC1 (centres undefined)	-5%	5%	3%	4.6%	i	1%	0%	0%	-2%
CN(C(=O)CSc1nnc(-c2ccccc2F)o1)c1ccccc1	?	1%	22%	3.9%	i	4%	-2%	-2%	-9%
CN(Cc1ccccc1)c1nc(N)c([N+](=O)[O-])c(NCc2ccccc2)n1	?	?	-18%	2.9%	i	-9%	7%	-45%	?
COc1ccc(C)cc1N(C(=O)COc1cccc(F)c1)c1nc2ccccc2s1	?	8%	2%	10%	i	1%	-2%	0%	-18%
Cc1ccc(NS(=O)(=O)c2ccc3c(c2)NC(=O)C(C)C(=O)N3)c(Br)c1 (centres undefined)	?	-1%	9%	0.5%	i	-12%	15%	-3%	0%
OCc1ccc(-c2nn(Cc3ccccc3)c3ccccc23)o1	2%	-6%	?	7.2%	?	-6%	-8%	-50%	2.8µM*
CC(C)N1CSC(=S)N(Cc2ccccc2)C1	-11%	0%	?	3.2%	?	3%	-8%	-15%	13%
COc1ccc(-c2csc(NC(=O)c3cccs3)c2C(=O)O)cc1OC	2%	0%	-9%	-0.8%	i	3%	0%	-5%	-9%
Cc1ccc(NC(=O)Nc2cccs2)c(C)c1	?	.	.	2.8%	.	-6%	.	-13%	-12%
CCOC(=O)c1cc(-c2ccc(F)cc2)n(CCC(=O)NCc2ccc(C)cc2)c1C	.	.	.	7.9%	.	-2%	.	-37%	-8%
O=C(c1ccc(Cl)cc1)c1ccc(CN2C(=O)c3ccccc3C2=O)o1	-7%	0%	-27%	0.4%	i	-1%	-7%	-16%	1%
Fc1ccccc1N1CCN(c2nccn3nc(-c4ccc(Br)cc4)cc23)CC1	7%	.	5%	0.3%	i	-2%	.	-3%	14%

3 entries from above, arranged by the value under TGFb SMAD3 inh, rising.
SMILES	TGFb SMAD3 inh
CCOC(=O)c1cc(-c2ccc(F)cc2)n(CCC(=O)NCc2ccc(C)cc2)c1C	-8%
Cc1ccc(NS(=O)(=O)c2ccc3c(c2)NC(=O)C(C)C(=O)N3)c(Br)c1 (centres undefined)	0%
Fc1ccccc1N1CCN(c2nccn3nc(-c4ccc(Br)cc4)cc23)CC1	14%

Screens (PubChem)
